Phagocyt inh: macrophage phagocytosis inhibition | J774A.1 macrophage IgG-bead phagocytosis, imaging | AID 1029 | inhibition, % at 5 µM | 0.07% of 110,000 active;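 active = inhibition above the mean of the plate negative controls plus 5 SD, cut at about 13% in these data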;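 also: phagocytic index as fraction of beads internalized from green versus red external bead signal; plate controls were DMSO negative control for no effect and cytochalasin-D positive control for full effect; some results beyond the cut were filed as inactive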
NPY-Y2 antag: NPY-Y2 (human) receptor antagonism. 0.99% of 140,000 active. AID 793. P49146. inhibition, % at 2.7 µM. NPY-Y2 expressing cells, antagonist mode; in the data active = inhibition above about 17%;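 also: 0% = vehicle with agonist challenge and 100% = reference antagonist with challenge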
Target sequence (P49146 whole entry, looked up): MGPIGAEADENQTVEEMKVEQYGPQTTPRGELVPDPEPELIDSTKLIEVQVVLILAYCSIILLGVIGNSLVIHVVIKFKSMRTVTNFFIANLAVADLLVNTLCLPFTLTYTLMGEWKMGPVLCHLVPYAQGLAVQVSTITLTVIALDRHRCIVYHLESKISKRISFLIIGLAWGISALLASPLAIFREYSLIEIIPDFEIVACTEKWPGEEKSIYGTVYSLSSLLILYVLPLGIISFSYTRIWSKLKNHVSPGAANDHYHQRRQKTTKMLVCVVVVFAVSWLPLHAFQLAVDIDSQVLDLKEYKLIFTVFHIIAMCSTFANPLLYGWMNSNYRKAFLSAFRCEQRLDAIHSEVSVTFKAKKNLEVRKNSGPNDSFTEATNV
GALR2 blocker: GALR2 (human) receptor antagonism | AID 828 | O43603 | 0.39% of 140,000 active | GALR2-expressing cells, antagonist mode | inhibition, % at 4 µM; in the data active = inhibition above about 27%;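 also: cells stimulated with galanin 1-16 at roughly its EC80; 0% = agonist challenge control and 100% = basal control without agonist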
Target sequence (O43603 whole entry, looked up): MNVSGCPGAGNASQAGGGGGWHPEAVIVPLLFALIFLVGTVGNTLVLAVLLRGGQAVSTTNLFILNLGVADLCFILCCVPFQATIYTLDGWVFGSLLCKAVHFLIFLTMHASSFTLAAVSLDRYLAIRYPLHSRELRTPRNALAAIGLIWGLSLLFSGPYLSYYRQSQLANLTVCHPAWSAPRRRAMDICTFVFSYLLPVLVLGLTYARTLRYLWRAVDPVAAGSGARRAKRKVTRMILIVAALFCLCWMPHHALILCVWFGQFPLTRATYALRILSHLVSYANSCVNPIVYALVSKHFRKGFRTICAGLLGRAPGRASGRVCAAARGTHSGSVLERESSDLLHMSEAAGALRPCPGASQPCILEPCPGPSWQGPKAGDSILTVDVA
bCat KO growth: beta-catenin-lacking colon tumor cell growth suppression; viability, % at 10 µM; AID 818; 1.5% of 140,000 active; HCT116 beta-catenin knockout viability, CellTiter-Glo, 60 h; hits give low values;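 active = viability at or under a set limit, the compound median less 4 SD, cut at about 6% in these data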;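 also: 0% = Hyamine 1622 control at 20 µM and 100% = untreated cell control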
E-sel TNF inh: blocks E-selectin expression induced by TNF alpha; HUVEC TNFa-induced E-selectin immunofluorescence, high content; inhibition, % at 2 µM; 0.71% of 120,000 active;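 active = inhibition above the batch mean plus 3 SD, and confirmed as a hit on visual image review, cut at about 43% in these data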;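 also: 0% = TNF-stimulated DMSO wells and 100% = unstimulated control wells; not every result past the cut was called active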
BB579 growth dn: reduces growth of yeast BB579 in restrictive medium. 0.51% of 140,000 active. inhibition, % at 10 µM. AID 804. S. cerevisiae BB579 growth, OD615, 48 h;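 active = inhibition above a set limit, 3 SD over the mean compound inhibition, cut at about 44% in these data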; also: inactives centre near -24
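Material: Saccharomyces cerevisiae DeaD strain BB579, replicative lifespan model yeast; buffer or medium: CSMM-D restrictive synthetic medium containing dextrose (glucose); compound: 10 µM single dose, DMSO 0.25%; timing: 48 h compound exposure at 30 °C after 4 h preincubation; signal: turbidity as optical density at 615 nm; benchmarks: positive control amphotericin B 10 µg/mL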
MRP-1 activ: MRP-1 activation | viability increase, % at 10 µM | AID 799 | H69AR cells + doxorubicin, viability rescue, CellTiter-Glo | 0.61% of 140,000 active;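 active = viability gain under doxorubicin at or above a set limit, the compound median plus 3 SD, cut at about 4.7% in these data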;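 also: MRP-1 overexpressing cells given doxorubicin 25 µM after compound pretreatment; 18-22 h compound pretreatment then 72 h with doxorubicin before readout; 0% = doxorubicin-only wells and 100% = vehicle-treated cells without doxorubicin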
Measles CPE: protection of cells from measles virus. Measles virus-infected cells, CPE protection, absorbance. protection (pct of control), % at 4 µM. 1.5% of 140,000 active. AID 841; in the data active = protection mostly above about 24%, no sharp cut-off; inactive = mostly below about 26%; also: some compounds called inactive have numbers as strong as hits
PTEN del growth: PTEN-deleted cell growth suppression; HCT116 PTEN-null viability, CellTiter-Glo, 60 h; hits give low values; viability, % at 10 µM; 1.2% of 140,000 active; AID 827;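 active = viability at or below a set limit, 4 SD under the median of all tested compounds, cut at about 3.7% in these data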;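 also: PTEN knockout HCT116 line with beta catenin targeted HCT116 as companion control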
Yeast lifespan up: extends the lifespan of yeast; 0.68% of 130,000 active; inhibition of the nicotinamide effect, % at 10 µM; AID 775; S. cerevisiae growth with nicotinamide, OD615; deaD strain in restrictive glucose medium;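 active = inhibition above a set limit, placed 3 SD over the median of all compounds, cut at about 26% in these data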;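 also: 0% = nicotinamide-treated wells and 100% = cells grown without nicotinamide; some compounds called inactive have numbers as strong as hits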
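System: DeaD-strain S. cerevisiae / Buffer or medium: CSMM-D, restrictive glucose (dextrose) synthetic minimal medium / Probe or stimulus: nicotinamide, 1.5 mM, co-present with compound / Compound: one concentration, 10 µM, DMSO 0.25% / Incubation: 48 h compound exposure at 30 °C, humidified / Technique: optical density (absorbance) at 615 nm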
* = called active by the depositor; . = no result given.

molecule	Phagocyt inh	NPY-Y2 antag	GALR2 blocker	bCat KO growth	E-sel TNF inh	BB579 growth dn	MRP-1 activ	Measles CPE	PTEN del growth	Yeast lifespan up
CCOC(=O)c1c(NC(=O)c2ccccc2Cl)sc2c1CCc1ccccc1-2	-2	1	-4	76	-11	-45	-2.2	6	81	-4
CCOC(=O)N1CCN(CC(O)COc2ccccc2C(C)(C)C)CC1 (centres undefined)	-4	2	-15	83	.	-72	-0.6	8	84	10
COc1ccc(N2C(=O)CCC2=O)cc1	1	2	-8	96	-20	-61	-1.2	5	101	3
CC(NC(=O)CCl)c1ccc(Cl)c(Cl)c1 (centres undefined)	0	3	8	2.9*	.	-31	-6.4	12	3.8*	15
O=C(CSc1nc2ccccc2c(=O)[nH]1)N1CCCCC1	0	1	4	98	-16	-3	-3.9	7	80	-3
CCCCNC(=S)NC(=O)c1ccccc1Br	-8	3	-14	85	.	-20	-2.1	6	89	-3
CC1CN(C(=O)c2cc3cc(Cl)cc(Cl)c3oc2=O)CC(C)O1 (centres undefined)	.	2	6	97	-23	-39	-1.5	6	93	0
CCc1cccc(NC(=O)C2CCN(S(=O)(=O)c3cccs3)CC2)c1	-2	1	-7	87	21	1	0.6	5	86	-5
COC(=O)NCC(C)OC(=O)Nc1cccc(Cl)c1 (centres undefined)	1	2	9	90	-4	-19	-1.7	15	91	-23
O=C1C(=O)N(CCN2CCCCC2)c2ccccc21	.	-2	3	86	-13	-8	-2.0	4	94	.
COC(=O)c1ccc(CSc2nc3c(cnn3-c3ccc(Cl)cc3)c(=O)[nH]2)o1	1	5	6	100	1	-34	-0.3	3	99	-3
Cc1c(Nc2nc3ccccc3nc2NS(=O)(=O)c2cccc(Cl)c2)c(=O)n(-c2ccccc2)n1C	2	0	-2	96	18	-37	-1.9	8	101	15
CCN(CCCNC(=O)C1CCC(=O)N1Cc1ccccc1Cl)c1cccc(C)c1 (centres undefined)	-2	3	-6	81	-14	-14	-4.0	3	82	-6
COc1ccc(C(=O)COC(=O)c2ccc3ccccc3n2)cc1	-6	4	-9	96	7	-32	-0.1	5	89	-5
COc1ccc(-c2cc(-c3cc(OC)ccc3O)[nH]n2)cc1	1	-1	12	21	22	-18	-2.3	18	36	-14
COc1cc(C(C(=O)NC(C)(C)C)N(Cc2ccc3c(c2)OCO3)C(=O)c2cnccn2)cc(OC)c1OC (centres undefined)	3	0	-7	103	.	1	0.2	12	95	-14
O=C(c1ccco1)c1cn[nH]c1-c1ccc(Cl)cc1O	-1	-3	2	103	.	-22	-0.5	25	100	-14
CCOC(=O)c1ccc(N2C(=O)c3n[nH]c(C)c3C2c2ccc(OC)cc2)cc1 (centres undefined)	0	13	-20	82	.	-49	0.3	15	83	-9
CCCCOc1ccc(/C(O)=C2/C(=O)C(=O)N(CCCOC)C2c2ccncc2)cc1 (centres undefined)	0	3	3	92	-28	-62	0.5	15	109	-8
CN1C(=O)c2ccccc2N(C)C1c1cccs1 (centres undefined)	0	1	-1	102	17	-20	-0.1	13	103	10
O=c1cc(-c2ccc(O)c(-c3c(O)cc(O)c4c(=O)cc(-c5ccc(O)cc5)oc34)c2)oc2cc(O)cc(O)c12	.	1	0	101	.	-52	-2.4	4	94	-2
COc1ccc(Cc2c(O)nc[nH]c2=O)cc1	-1	4	-9	102	38	-22	-1.7	7	89	-20
COC(=O)c1cc(=O)c2c([N+](=O)[O-])ccc(OC)c2o1	-3	-1	-6	89	-3	-36	-0.7	18	98	2
CCCCCCCC(=O)OCC(=O)[C@@]1(O)CC[C@H]2[C@@H]3CCC4=CC(=O)CC[C@]4(C)[C@H]3[C@@H](O)C[C@@]21C	.	3	-8	95	.	21	2.8	3	97	0
CCOc1ccccc1CNC(=O)CCCc1cn(C)c2ccccc12	.	7	4	86	-14	4	-1.4	17	84	-2
Cc1cc(C(=O)OCC(=O)N2C(C)CCCC2C)c(C)o1 (centres undefined)	.	4	-10	95	0	-24	-0.1	16	93	6
Cc1ccc(Cn2cnc3sc4c(c3c2=O)CCC4)c(C)c1	.	4	0	89	2	-48	0.5	15	95	.
Cc1ccccc1N1C(=O)C2C3C=CC(C2C1=O)N(C)C3=O (centres undefined)	.	-1	2	79	0	-17	-2.3	31	96	.
Cc1ccc(C)c(N(CC(=O)NN=C2CCN(C)CC2)S(=O)(=O)c2ccccc2)c1	-5	2	-5	97	-12	-12	-1.1	1	100	0
O=C(C1CC1)N1CCc2cc(S(=O)(=O)N(CCO)Cc3ccccc3)ccc21	.	10	17	77	13	0	-0.2	2	94	-9
COc1ccc(N2CC(C(=O)Nc3ccc(F)cc3F)CC2=O)cc1 (centres undefined)	0	-1	-4	99	-29	-38	0.5	4	116	4
COc1ccc(NS(=O)(=O)c2cccc(NC(=O)CCC(=O)c3ccc(Cl)cc3)c2)cc1	-8	-1	9	73	14	-34	3.4	8	65	2
COc1ccc(Oc2nc(C(F)(F)F)nc3ccccc23)cc1	-1	16	-8	71	-14	-20	-2.1	12	72	-27
Oc1ccccc1N1CCN(C(=S)NCCc2ccccc2)CC1	-7	0	17	96	.	-27	-1.1	8	85	-3
COC(=O)[C@H](C)NC(=O)Nc1cccc(C(F)(F)F)c1	.	10	14	81	-2	1	-1.8	3	94	-5
CCCn1nc(C(=O)N2CCc3ccccc3C2)c2ccccc2c1=O	0	2	4	87	0	-38	-2.9	4	84	0
O=C(Nc1ccc(NC(=O)C2CC2)nc1)c1cccc(F)c1	-3	0	-1	97	7	-7	1.9	12	100	-9
CCOc1ccccc1C(=O)NCCC(=O)O	1	0	-1	96	-19	-8	-0.4	2	106	-5
CCOCCCNC(=S)Nc1ccc(S(N)(=O)=O)cc1	1	-1	-2	95	.	-6	-0.1	5	94	11
CCN(CC)C(=O)c1sc(NC(=O)c2ccc(Br)o2)c(C(=O)OC)c1C	0	3	4	100	.	-14	1.4	21	95	-5
COCC(C)NC(=O)c1ccc(N(C)C)cc1 (centres undefined)	.	3	5	90	-10	-35	-1.0	20	86	-7
c1cnc(N2CCN(Cc3c[nH]c4ccccc34)CC2)nc1	-2	2	1	60	-8	-31	-1.8	10	39	-6
O=C(c1ccccc1)N1N=C(c2ccccc2)CC1c1ccccc1[N+](=O)[O-] (centres undefined)	.	2	10	96	-4	-15	-2.9	9	90	-2
Cc1ccc(S(=O)(=O)CC(C)N2CCOCC2)c(S(=O)(=O)CC(C)N2CCOCC2)c1 (centres undefined)	0	2	4	97	7	-37	0.3	6	93	-5
CCN(CC)S(=O)(=O)c1cccc(C(=O)Nc2cccnc2)c1	1	-3	-3	79	-41	-22	-1.8	4	87	-5
O=C(NC1CCCCC1)C(c1cccnc1)N(C(=O)c1csnn1)C1CCCC1 (centres undefined)	.	3	7	88	-15	-39	-1.6	8	95	.
COc1ccccc1C(=O)NCC(=O)N/N=C/c1cc(Br)ccc1OCc1ccccc1	-5	2	-3	67	.	-29	-2.1	21	64	-2
O=C(O)c1ccc(COc2ccccc2/C=C2/NC(=O)N(c3cccc(Cl)c3)C2=O)cc1	-5	4	-9	90	.	-17	-0.4	10	98	-1
N/C(=N\OC(=O)c1cc(-c2ccccc2)nc2ccccc12)c1cccnc1	0	7	-5	76	9	-47	0.8	3	53	-4
COc1cc2c(cc1OC)C(c1ccc(-c3cc(Cl)ccc3Cl)o1)=NCC2	-1	5	-9	7	-41	-71	-1.7	15	3.3*	-12
O=C(COc1ccccc1)N1CCN(c2nnc(-c3ccccc3)c3ccccc23)CC1	-1	2	-10	77	.	-33	-1.4	12	82	-13
CS(=O)(=O)N(Cc1ccccc1)c1ccc(C(=O)Nc2ccc3c(c2)OCO3)cc1	-1	4	9	88	-22	-38	-2.2	5	76	-6
COCCCNC(=O)c1ccc2c(c1)CCN2S(C)(=O)=O	-1	-2	-5	93	-42	-48	-2.5	18	104	-2
CCCc1cc(C(=O)Cc2ccc(F)cc2)c(O)cc1O	1	5	1	96	-17	92*	0.6	3	103	-23
COc1cccc(-n2c(C)nnc2SCC#N)c1	-2	1	6	100	-8	-51	0.4	20	110	-3
CC(=O)Nc1ccc(S(=O)(=O)NCC2CCC(C(=O)NCCC3=CCCCC3)CC2)cc1 (centres undefined)	-1	4	1	108	5	-84	-0.8	5	99	6
CCOC(=O)c1ccc(NS(=O)(=O)c2ccc(SC)cc2)cc1	0	8	1	93	23	-62	-1.3	11	98	-10
O=S(=O)(c1cccc(-c2nn3c(-c4ccncc4)nnc3s2)c1)N1CCOCC1	-2	0	-14	84	.	-29	-5.2	18	97	-7
COc1ccc(-c2ccc(-c3nnn(CC(C)=O)n3)cc2)cc1	0	3	4	94	-4	-1	1.2	7	90	-4
